TrxR1 substrate: is turned over as a substrate by rat TrxR1. actives 0.01% (n = 390,000). purified TrxR1 substrate turnover, NADPH consumption readout. O89049. Potency, µM (top dose mostly 114 µM), inactives show at the top dose activity change, negative = substrate turnover; also: potency is read from the fitted curve at half-maximal effect; % is scaled to controls: 0 for no effect and ±100 for the full control effect; nearly all actives have a fitted effect of over 50% in size
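Rat TrxR1, dispensed at 90 nM, was prereduced with 400 uM NADPH (final) for 5 min at ~22 deg C, then incubated with compound 15 min before 400 uM selenite. A first-read NADPH fluorescence drop versus no-compound background flagged substrates.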
PI4K2A block: blocks human PI4K2A kinase activity. AID 1346378. actives 0.13% (n = 420,000). Q9BTU6. purified PI4K2A, ADP-Glo luminescence, 1 h; stronger effect = lower value. activity change, negative = inhibition, % at 76.9 µM; in the data active = activity change below about -50%; inconclusive = mostly about -30% to -49%;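 also: -100% = wells without enzyme as full effect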
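PI4K2A activity was measured by ADP-Glo luminescence: enzyme (4 ug/mL stock) and phosphatidylinositol (1.2 mM stock) in Tris pH 7.5/MgCl2/EGTA/Triton X-100 buffer were reacted with ATP (300 microM stock) for one hour at ambient temperature.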
IDH1 R132H inh: inhibitors of human mutant IDH1 R132H. O75874. IDH1-R132H enzyme, NADPH consumption, diaphorase/resazurin fluorescence. Potency, µM (series often up to 76.6 µM), for the others: at the top dose activity change, negative = inhibition, actives largely listed as inhibitors. actives 0.093% (n = 390,000). AID 602179; also: potency is read from the fitted curve at half-maximal effect; % is scaled to controls: 0 for no effect and ±100 for the full control effect; nearly all actives have a fitted effect of over 65% in size
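IDH1-R132H (0.5 ug/mL) preincubated 30 min with compound, then NADPH (0.016 mM) and alpha-KG (2 mM) added; 80 min at RT, pH 7.5. Remaining NADPH coupled via diaphorase/resazurin to fluorescence (540/590 nm); concentration-response curves normalized to no-enzyme control.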
LDHA block: blocks human lactate dehydrogenase A; actives 0.15% (n = 480,000); AID 1347041; activity change, % (values are at about 110 or 230 µM); P00338; purified LDHA, NADH/diaphorase-resazurin fluorescence; stronger effect = lower value; in the data active = activity change below about -30%; inconclusive = mostly about -25% to -30%;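 also: plate controls were DMSO wells for no effect and wells without enzyme for full effect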
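Remaining NADH was detected by diaphorase (0.133 mg/mL) converting 37 µM resazurin to fluorescent resorufin, read at 0 and 20 minutes. The preceding 5-minute room-temperature reaction used 2 nM LDHA, 0.2 mM sodium pyruvate and 0.06 mM NADH at pH 7.4.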
Vif-A3F inh: Vif-A3F binding inhibition; HeLa A3F-eYFP + Vif (tagged APOBEC3F with the HIV-1 protein that degrades it), YFP fluorescence increase; Potency, µM (highest dose often 46.1 µM), for inactives: at the highest dose activity, negative = active; actives 0.2% (n = 390,000); AID 602313; also: potency is read from the fitted curve at half-maximal effect; % of control where 0% means no effect; nearly all actives have a fitted effect of over 65% in size
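HeLa cells stably expressing A3F-eYFP plus Vif, plated and incubated overnight at 37 deg C, then exposed to compounds overnight at 37 deg C. Blocked degradation read as raised yellow fluorescence (Ex 488/Em 500-530).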
RXFP1 ag: activates the human relaxin receptor RXFP1; Q9HBX9; HEK293T-RXFP1 cAMP TR-FRET, 30 min; response scale: percent of porcine relaxin response, buffer zero; Potency, µM (highest dose often 57.5 µM), inactives show at the highest dose activation, usual class: activators; actives 0.3% (n = 370,000); AID 2676; also: potency is read from the fitted curve at half-maximal effect; % is scaled to controls: 0 for no effect and ±100 for the full control effect; nearly all actives have a fitted effect of over 60% in size; many of its hits are not listed in these tables
Target sequence (Q9HBX9 whole entry, looked up): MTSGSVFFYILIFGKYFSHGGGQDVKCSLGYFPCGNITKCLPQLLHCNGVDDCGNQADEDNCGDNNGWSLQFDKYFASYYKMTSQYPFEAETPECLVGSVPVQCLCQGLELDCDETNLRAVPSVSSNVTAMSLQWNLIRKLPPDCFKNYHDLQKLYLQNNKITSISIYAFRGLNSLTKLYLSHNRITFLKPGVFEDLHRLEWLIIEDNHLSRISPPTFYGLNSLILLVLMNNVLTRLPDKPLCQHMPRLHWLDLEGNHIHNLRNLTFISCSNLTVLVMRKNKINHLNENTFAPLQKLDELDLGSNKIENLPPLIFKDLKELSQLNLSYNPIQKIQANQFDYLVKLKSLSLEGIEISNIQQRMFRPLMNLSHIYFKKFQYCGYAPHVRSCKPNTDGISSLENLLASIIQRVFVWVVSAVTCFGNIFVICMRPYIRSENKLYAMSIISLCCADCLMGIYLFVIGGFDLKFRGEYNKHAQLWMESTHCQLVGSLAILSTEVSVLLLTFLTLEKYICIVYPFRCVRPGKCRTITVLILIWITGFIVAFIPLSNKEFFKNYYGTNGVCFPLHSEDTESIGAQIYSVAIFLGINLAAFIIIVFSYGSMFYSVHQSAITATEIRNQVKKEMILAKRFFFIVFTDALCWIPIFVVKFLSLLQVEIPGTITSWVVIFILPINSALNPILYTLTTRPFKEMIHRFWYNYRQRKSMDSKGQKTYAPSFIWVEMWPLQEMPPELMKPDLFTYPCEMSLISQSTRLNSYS
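HEK293 cells stably expressing RXFP1, treated 30 min at 37C with compounds plus PDE4 inhibitor Ro 20174; cAMP measured by HTRF TR-FRET. Normalized to buffer and 29 nM porcine relaxin; EC50 by Hill fit.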
USP1-UAF1 inh: USP1/UAF1 (human) deubiquitinase inhibition; O94782; recombinant USP1/UAF1, Ub-Rhodamine cleavage fluorescence; Potency, µM (highest dose often 57.1 µM), without a hit: top-dose activity change, negative = inhibition, most hits filed as inhibitors; actives 0.23% (n = 390,000); AID 743255; also: potency is read from the fitted curve at half-maximal effect; % is scaled to controls: 0 for no effect and ±100 for the full control effect; nearly all actives have a fitted effect of over 60% in size; inactives centre near -12
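1 nM enzyme complex + cpd, 15 min RT; start with Ub-Rho 150nM final; kinetic fluorescence ex 480/em 540, 6 reads q60 s. Buffer 50mM HEPES pH 7.8, 0.5mM EDTA, 0.1 mg/ml BSA, 1mM TCEP, 0.01% Tween-20.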
GRP78 ERSR act: ER stress response induction in glioma; actives 0.02% (n = 420,000); Potency, µM, inactives show at the highest dose activation, most hits filed as activators; U87-MG GRP78 promoter luciferase reporter, 16 h; also: potency is read from the fitted curve at half-maximal effect; series mostly up to about 76 µM; % of control where 0% means no effect; nearly all actives have a fitted effect of over 35% in size
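ERSR induction read as luciferase luminescence (Bright-Glo, 10 min at room temperature) in stably transfected human U87-MG glioma cells exposed to compounds for 16 h, using GRP78 as sensor.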
Vif-APOBEC3G blk: Vif-A3G binding inhibition; Potency, µM (doses to about 46.1 µM), for the others: at the top dose activity, negative = active, most hits filed as inhibitors; actives 0.076% (n = 410,000); Q9HC16; HeLa A3G-eYFP + Vif (tagged APOBEC3G with the HIV-1 protein that degrades it), YFP fluorescence, overnight;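 also: potency is read from the fitted curve at half-maximal effect; % is scaled to controls: 0 for no effect and ±100 for the full control effect; nearly all actives have a fitted effect of over 60% in size; hits raise eYFP signal because A3G escapes Vif-driven loss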
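Read-out is eYFP fluorescence (Ex 488/Em 500-530) from Vif-expressing HeLa A3G-eYFP cells; more signal means A3G escaped Vif-mediated degradation. Cells plated overnight, compound pinned in, incubated overnight at 37 deg C.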
Starred values were filed as active, the others as inactive; ? = inconclusive; . = not tested or not shown; [ ] = another dose, or the depositor's remark. Unless noted, calls follow the shape of the dose curve; as a rule, active = well fitted curve in the direction sought with a large enough effect; inconclusive = small, poorly fitted or top-dose-only effect, or another doubt; inactive = no such curve, though single readings can be large; an effect the other way counts as inactive or inconclusive.

SMILES	TrxR1 substrate	PI4K2A block	IDH1 R132H inh	LDHA block	Vif-A3F inh	RXFP1 ag	USP1-UAF1 inh	GRP78 ERSR act	Vif-APOBEC3G blk
O=C(Cc1cccs1)NNC(=O)c1ccc(F)cc1	-17%	2	-7%	-9	-8%	-1.6%	-2%	0%	0%
O=C(Oc1ccc(C(=S)N2CCOCC2)cc1)c1ccc([N+](=O)[O-])cc1[N+](=O)[O-]	-7%	8	-1%	-4	0%	1.1%	-16%	-2%	3%
CCCCn1c(N)c(N(CC)C(=O)/C=C/c2ccco2)c(=O)[nH]c1=O	-6%	-2	-6%	-6	17%	0.2%	5%	-2%	1%
O=C(NCc1ccco1)c1ccc2c(=O)n(Cc3ccco3)c(SCC(=O)N3CCCC3)nc2c1	1%	-20	5%	-17	-3%	3.7%	-4%	2%	-3%
Cc1ccc2nc(NC(=O)CSc3ncc(C(=O)Nc4ccc(F)cc4)c(=O)n3C)sc2c1	0%[57.1 µM]	4	0%	3	0%	1.9%	-13%	-2%	2%
CCOC(=O)N1CCN(S(=O)(=O)c2ccc(C(=O)Nc3nnc(C)o3)cc2)CC1	3%[57.1 µM]	-1	4%	2	7%	3.0%	5%	-2%	1%
Clc1nc(-c2ccccc2)c2ccccc2n1	-4%	8	-4%	-3	10%	2.3%	-15%	2%	-2%
CCOc1ccc(CNC(=O)Cn2ncc3c(=O)oc4ccc(C)cc4c32)cc1	-9%	-2	-12%	-18	-2%	?	-8%	-3%	2%
CCn1cc(C(=O)Nn2cnnc2)c(=O)c2ccc(C)nc21	3%	6	-1%	-7	-4%	1.9%	-18%	-3%	6%
CN(CC(=O)Nc1cccc(F)c1)C(=O)c1ccncc1	7%	-1	-7%	-8	-2%	3.8%	-28%	-1%	0%
O=C(NC1=NCCS1)c1ccccc1	8%[57.1 µM]	2	4%	3	14%	1.3%	-13%	4%	-1%
O=C(c1cccs1)N(Cc1cccc(F)c1)C1CCS(=O)(=O)C1 (stereo not drawn)	5%	2	1%	-1	1%	4.4%	-20%	1%	-1%
COc1ccc(N(Cc2ccccc2)C(=O)OC(C)(C)C)c(C(=O)N(C)OC)c1	6%	4	5%	1	9%	.	-31%	-2%	-3%
Clc1ccc(-c2csc3ncnc(Sc4nnnn4-c4ccccc4)c23)cc1	-6%[0.0914 µM]	.	.	3	.	.	.	-11%	?
O=C(NCCc1ccccc1)C1CCCN1C(=O)Nc1cccc(Cl)c1 (stereo not drawn)	-2%	3	0%	-13	9%	0.4%	-20%	-3%	7%
O=C(C1CC1)N1CCN(c2ccc([N+](=O)[O-])cc2)CC1	-8%	-4	13%	-3	-4%	.	-21%	2%	-22%
O=C1C2CC(O)CN2C(=S)N1Cc1ccccc1 (stereo not drawn)	5%[57.1 µM]	-2	0%	1	2%	-2.5%	-15%	-5%	2%
COc1ccc(OCC2c3cc(OC)c(OC)cc3CCN2C(=O)c2c(F)cccc2F)cc1 (stereo not drawn)	-4%[57.1 µM]	-24	11%	2	0%	6.2%	-26%	-4%	-8%
O=C(CN1C(=O)COc2ccc(Cl)cc21)Nc1ccc(N2CCOCC2)cc1	-4%	1	8%	5	0%	1.4%	-17%	-3%	1%
c1ccc(-c2ncnc3cc4n(c23)CCC4)cc1	35%	6	6%	-5	.	1.4%	-4%	-7%	0%
O=C1NC2(CCc3ccccc3C2)C(=O)N1CCOc1cccc(Cl)c1 (stereo not drawn)	2%[57.1 µM]	-1	2%	-3	-2%	-1.4%	-1%	-1%	0%
O=C(Nc1ccon1)c1ccccc1Cl	3%[57.1 µM]	-4	0%	1	-16%	-2.1%	-16%	?	1%
COc1ccc(-c2cc(C(=O)OCC(=O)Nc3cc(C)on3)c3ccccc3n2)cc1OC	42%[activator]	0	6%	-2	2%	4.6%	-14%	-2%	2%
O=C(Nc1ccc(S(=O)(=O)N2CCCCC2)cc1)c1ccccc1F	4%	-1	-11%	-6	-13%	0.0%	?	-2%	7%
COc1cccc(NC(=O)CSc2nc(=O)[nH]c3c2CCCC3)c1	-8%[57.1 µM]	0	3%	-4	0%	-2.1%	-20%	-1%	9%
SMILES	TrxR1 substrate	PI4K2A block	IDH1 R132H inh	LDHA block	Vif-A3F inh	RXFP1 ag	USP1-UAF1 inh	GRP78 ERSR act	Vif-APOBEC3G blk
CC(OC(=O)c1ccc(S(=O)(=O)N(C)C)cc1)C(=O)Nc1ccc(Cl)cn1 (stereo not drawn)	3%[57.1 µM]	1	-8%	-16	-6%	-1.0%	4%	-5%	-3%
O=C(N/N=C/c1ccc(-c2cccc(C(F)(F)F)c2)o1)c1cccc(F)c1	-1%	-1	-2%	7	-1%	-0.1%	?	-3%	-8%
Cc1nn(Cc2ccc(F)cc2)c(C)c1NC(=O)c1cnn2cccnc12	0%	1	-2%	-6	-1%	2.3%	-12%	-4%	2%
CC1CN(C(=O)Nc2ccc3c(c2)OCO3)CC(C)O1 (stereo not drawn)	1%	3	6%	22	-4%	0.0%	-4%	8%	-9%
CCC(=O)N1CCc2cc(S(=O)(=O)NC(C(=O)NCc3ccc(OC)cc3)C(C)C)ccc21 (stereo not drawn)	-1%	-1	0%	-7	-2%	-1.1%	-27%	-2%	3%
Cn1ncc([N+](=O)[O-])c1C(=O)Nc1ccccc1C(=O)O	2%	-3	20%	-4	0%	-1.5%	-15%	-2%	0%
CCOC(=O)c1c(NC(=O)CC(C)C)sc(C(C)=O)c1C	1%	-2	6%	-8	-3%	7.2%	-18%	-5%	-2%
c1cnc(SCCOc2ccc3c(c2)CCC3)nc1	-8%	0	2%	-3	0%	0.7%	?	7%	1%
CC(C)(C)c1ccccc1OCC(=O)NCc1ccccc1	-4%	0	9%	-4	-9%	-2.7%	-8%	1%	-5%
O=C(c1c(O)c2ccccc2oc1=O)C1CCCCC1	3%	-4	6%	-2	0%	-0.2%	-18%	4%	3%
CCOC(=O)C1CCN(Cc2ccc(OC)c(C)c2OC)CC1	-3%	0	4%	-17	-2%	0.7%	6%	-6%	0%
Cc1sc2ncnc(N3CCC(C(=O)NNC(=O)c4ccc(F)cc4)CC3)c2c1C	-11%	-1	5%	-2	0%	4.9%	-10%	-2%	1%
Cn1c(=O)[nH]c(=O)c2c1nc(CN1CCOCC1)n2CCCO	6%	5	2%	-4	3%	3.4%	-9%	-2%	-6%
CN(C)C(=O)CSc1ncnc2scc(-c3ccccc3)c12	14%	2	-4%	-4	-18%	5.0%	-18%	0%	0%
CN(C)C(=O)N1CCN(C(=O)N2CCOCC2)CC1	3%[11.4 µM]	-2	10%	-5	-7%	3.8%	-3%	-4%	0%
O=C(NNc1nc2ccccc2s1)c1ccc(F)cc1	-2%	3	3%	0	2%	0.0%	-3%	2%	2%
COc1cccc(C(c2sc3nc(C)nn3c2O)N2CCc3ccccc3C2)c1 (stereo not drawn)	-2%[57.1 µM]	68	0%	2	1%	-0.4%	-11%	-5%	0%
O=C(N/N=C/c1cccc(Oc2ccccc2)c1)c1cccc(Br)c1	8%	-7	5%	-5	1%	2.6%	-17%	0%	-10%
Fc1ccccc1COc1ccc(-c2nnn(Cc3ccccc3F)n2)cc1	-3%	0	-2%	6	-2%	-0.5%	-18%	0%	4%
Cc1ccc(S(=O)(=O)NCc2ccccc2)cc1C(=O)N1CCCCCCC1	-3%	-2	1%	-6	12%	2.4%	-3%	-3%	-4%
Cc1ccc(Oc2ncccc2COC(=O)Nc2ccccc2C)cc1	3%	0	1%	-1	-1%	-1.0%	-4%	-1%	-7%
NC(c1ccccc1)c1csc(Nc2ccc(C(F)(F)F)cn2)n1 (stereo not drawn)	.	-2	.	-9	.	.	.	-7%	-15%

Record cards (already shown):
Listed for `COc1ccc(OCC2c3cc(OC)c(OC)cc3CCN2C(=O)c2c(F)cccc2F)cc1` (stereo not drawn) : TrxR1 substrate: -4%[57.1 µM]; PI4K2A block: -24; IDH1 R132H inh: 11%; LDHA block: 2; Vif-A3F inh: 0%; RXFP1 ag: 6.2%; USP1-UAF1 inh: -26%; GRP78 ERSR act: -4%; Vif-APOBEC3G blk: -8%
Listed for `CCOC(=O)c1c(NC(=O)CC(C)C)sc(C(C)=O)c1C` : TrxR1 substrate: 1%; PI4K2A block: -2; IDH1 R132H inh: 6%; LDHA block: -8; Vif-A3F inh: -3%; RXFP1 ag: 7.2%; USP1-UAF1 inh: -18%; GRP78 ERSR act: -5%; Vif-APOBEC3G blk: -2%

A second format for 3 compounds above:
mol | TrxR1 substrate | PI4K2A block | IDH1 R132H inh | LDHA block | Vif-A3F inh | RXFP1 ag | USP1-UAF1 inh | GRP78 ERSR act | Vif-APOBEC3G blk
CC(C)(C)c1ccccc1OCC(=O)NCc1ccccc1 | -4% | 0 | 9% | -4 | -9% | -2.7% | -8% | 1% | -5%
Cc1ccc(S(=O)(=O)NCc2ccccc2)cc1C(=O)N1CCCCCCC1 | -3% | -2 | 1% | -6 | 12% | 2.4% | -3% | -3% | -4%
Cc1nn(Cc2ccc(F)cc2)c(C)c1NC(=O)c1cnn2cccnc12 | 0% | 1 | -2% | -6 | -1% | 2.3% | -12% | -4% | 2%

Some of the compounds tested; the hit share may differ from the screen's.
